MRP reversal: reversal of MRP1-mediated doxorubicin resistance, primary screen, H69AR cells, doxorubicin co-treatment. H69AR cells + 2 uM doxorubicin, CellTiter-Glo, 72 h. differential viability (reversal), % at 10 µM. 85,000 tested, 0.04% active;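 active = viability drop by adding the cancer drug above about 55%, with treated viability meeting a 40% cutoff, limit read from the data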;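 also: viability without doxorubicin minus viability with 2 µM doxorubicin for each compound; larger differential means the compound sensitizes cells more to doxorubicin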
Bcl-B displacement: displacers of TR3 peptide from Bcl-B, primary screen, selectivity assay for Bfl-1 inhibitor project, biochemical, fluorescence polarization; Bcl-2-like protein 10 (Homo sapiens); FP displacement of FITC-TR3 peptide from Bcl-B; higher % means a stronger effect; displacement, % at 20 µM, or IC50 in µM where a hit was titrated; 96,000 tested, 0.11% active; AID 748, 2007;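 active = displacement above 50% at 20 µM plus a fluorescence interference ratio under 1.5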;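 also: plate controls were wells without compound for no effect and wells lacking Bcl-B protein for full effect; a part of the inactive calls stands beside numbers as strong as those of hits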
NFkB transloc pot: enhancers of NFkB p65 translocation in HUVEC – imaging, IL-1B stimulus, high-content imaging, primary screen. HUVEC IL-1B NFkB p65 nuclear translocation imaging. activation, % at 2 µM. 94,000 tested, 0.3% active. AID 819, 2007;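 active = activation above 40%, about the mean plus 3 SD, also judged a hit on visual image review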;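 also: percent activation is computed from the nuclear over cytoplasmic p65 intensity ratio; values of inactives mirror those of a sister screen read the other way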
PLAP inhibition: PLAP enzyme inhibitors, biochemical, luminescence, HTS (AID 690); inhibition, % at 20 µM, or IC50 in µM where a hit was titrated; purified PLAP, luminescent substrate; higher % means a stronger effect; Alkaline phosphatase, placental type (Homo sapiens); 96,000 tested, 0.08% active; in the data active = a potency from the dose series; inactive = the rest, 99 in 100 with inhibition below about 30%; also: strong numbers were not always called active
NFkB transloc inh: inhibitors of IL-1B driven NFkB p65 nuclear import, primary screen, imaging, HUVEC, IL-1B stimulus, high-content imaging; HUVEC IL-1B NFkB p65 nuclear translocation imaging; 94,000 tested, 0.43% active; inhibition, % at 2 µM;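 active = inhibition above about 30% together with a positive call from visual inspection of the well image, limit read from the data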;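 also: nuclear over cytoplasmic p65 intensity ratio measured by imaging; 0% = IL-1B stimulated DMSO wells and 100% = unstimulated DMSO wells; values of inactives mirror those of a sister screen read the other way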
MRP reversal cytotoxicity: second read-out of MRP reversal, no call of its own (marks repeat the call); viability, %; H69AR cells, CellTiter-Glo, 72 h; measured here: cytotoxicity without doxorubicin
MRP reversal with doxorubicin: second read-out of MRP reversal, no call of its own (marks repeat the call); viability, %; measured here: viability with 2 uM doxorubicin; active compounds read low
NFkB transloc inh cell count 2 µM: recorded beside NFkB transloc inh, whose call it bears; cell count; measured here: cells passing quality filter;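 raw number of nuclei counted in each imaged well without normalization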
NFkB transloc pot cell count 2 µM: also measured in NFkB transloc pot; calls as there; cell count; measured here: cells passing quality filter
* hit, by the source's call; x = no result given. Some of the compounds tested; count on the stated rates, not on these rows.

Preview:
SMILES	MRP reversal	MRP reversal cytotoxicity	MRP reversal with doxorubicin	Bcl-B displacement	NFkB transloc pot	NFkB transloc pot cell count 2 µM	PLAP inhibition	NFkB transloc inh	NFkB transloc inh cell count 2 µM
CC1CCc2c(c3ccccc3[nH]c2=O)O1 (configuration not stated)	x	x	x	-6%	-2	161	9%	2	161
COc1cc(/C=N/NC(=Nc2ccc(C)cc2)c2nc3ccccc3s2)ccc1O	26	35	9	-24%	2	175	-73%	-2	175
c1ccc2c(c1)[nH]c1c(N3CCC4(CC3)OCCO4)ncnc12	-17	39	56	-4%	-1	64	16%	1	64
COc1ccc(CC(=O)N2CCN(c3ccc(C4=NNC(=O)CC4C)cc3)CC2)cc1 (configuration not stated)	x	x	x	-4%	1	177	2%	-1	177
Cc1cc(NC(=O)C2C3C(=O)N(CCC(C)C)C(C(=O)NCc4ccccc4)C34C=CC2(C)O4)no1 (configuration not stated)	9	92	83	0%	4	123	-26%	-4	123

Results (from the top)
SMILES	MRP reversal	MRP reversal cytotoxicity	MRP reversal with doxorubicin	Bcl-B displacement	NFkB transloc pot	NFkB transloc pot cell count 2 µM	PLAP inhibition	NFkB transloc inh	NFkB transloc inh cell count 2 µM
CC1CCc2c(c3ccccc3[nH]c2=O)O1 (configuration not stated)	x	x	x	-6%	-2	161	9%	2	161
COc1cc(/C=N/NC(=Nc2ccc(C)cc2)c2nc3ccccc3s2)ccc1O	26	35	9	-24%	2	175	-73%	-2	175
c1ccc2c(c1)[nH]c1c(N3CCC4(CC3)OCCO4)ncnc12	-17	39	56	-4%	-1	64	16%	1	64
COc1ccc(CC(=O)N2CCN(c3ccc(C4=NNC(=O)CC4C)cc3)CC2)cc1 (configuration not stated)	x	x	x	-4%	1	177	2%	-1	177
Cc1cc(NC(=O)C2C3C(=O)N(CCC(C)C)C(C(=O)NCc4ccccc4)C34C=CC2(C)O4)no1 (configuration not stated)	9	92	83	0%	4	123	-26%	-4	123
COC(=O)c1c(NC(=O)CSc2nnc(-c3ccco3)n2Cc2ccccc2)sc(C)c1C	x	x	x	7%	7	162	-43%	-7	162
Brc1ccc(-c2nc3ncccn3c2NC2CCCCC2)o1	58*	76*	18*	10%	-2	193	-28%	2	193
CCN(CC)Cc1cc(NC2=NS(=O)(=O)c3ccccc32)ccc1OC(=O)C(C)C	5	93	88	2%	9	112	10%	-9	112
C=CCSc1ncccc1C(=O)NCc1ccccc1	8	93	85	-7%	-6	109	6%	6	109
CCn1nc(CC(=O)Nc2nnc(CC(=O)N3CCCCC3)s2)c2ccccc2c1=O	11	90	79	-12%	2	159	-18%	-2	159
O=C(Nc1cccc2ccccc12)N1CCN(Cc2ccccc2)CC1	3	96	93	2%	x	x	-13%	x	x
Cc1ccc(-n2c(SCC(=O)NCC3CCCO3)nc3n[nH]c(C)c3c2=N)cc1Cl (configuration not stated)	-13	59	72	-10%	x	x	-16%	x	x
Cc1cc2cc3c(cc2nc1SCC(=O)Nc1nc(C)c(C)s1)OCO3	x	x	x	-7%	-1	131	7%	1	131
CCCOc1ccc(-c2nnn(CC(=O)c3ccc4c(c3)OCCO4)n2)cc1	4	90	87	3%	10	112	8%	-10	112
Cc1cnn(C(=O)c2cc(-c3ccccc3)nc3ccccc23)c1	x	x	x	-6%	7	146	2%	-6	146
O=C(Nc1cccn(Cc2ccccc2)c1=O)NC1CCCCC1	9	100	91	-8%	12	196	27%	-12	196
O=C1c2ccccc2NC(c2ccc(Cl)cc2Cl)N1Cc1ccccc1 (configuration not stated)	18	86	68	-3%	14	165	-10%	-14	165
COC(=O)c1c(N)n(CCCN2CCOCC2)c2nc3ccccc3nc12	11	97	86	3%	-7	158	-1%	7	158
N#Cc1ccc(C(c2nnnn2Cc2ccccc2)N2CCCC2)cc1 (configuration not stated)	15	83	68	-4%	7	165	7%	-6	165
O=C(O)CSc1nnc(Cc2ccccc2)n1-c1ccccc1	22	105	83	-4%	22	139	-8%	-22	139
CCCCC(c1nnnn1CCOC)N1CCN(CC)CC1 (configuration not stated)	-3	90	93	x	4	119	x	-4	119
COc1ccc2cc(CCNC(=O)C(C)C)c(=O)[nH]c2c1	13	100	86	1%	x	x	6%	x	x
CN(C(=O)/C(N=Nc1cccc(C(F)(F)F)c1)=C(\O)C(F)(F)F)c1ccccc1	x	x	x	-1%	5	135	-23%	-5	135
Oc1ccc(/C=N/Nc2cc(N3CCOCC3)nc(N3CCOCC3)n2)cc1	x	x	x	x	22	129	x	-22	129
CC(C)N(Cc1nc(-c2ccccc2)no1)C(=O)CN(C)S(=O)(=O)c1ccc(Br)cc1	7	94	87	-5%	20	189	-32%	-20	189
COCc1nnc(NC(=O)CC(C)c2ccccc2)s1 (configuration not stated)	9	94	85	-8%	31	103	7%	-31	103
O=C(NCc1ccco1)c1cccn2c(=O)c3sccc3nc12	x	x	x	x	25	122	x	-25	122
CCC(C)NC(=O)CSc1ncccc1C(=O)O (configuration not stated)	-11	90	101	-15%	0	192	10%	0	192
COC(=O)C(F)(Sc1c(C)n(C)n(-c2ccccc2)c1=O)C(F)(F)F (configuration not stated)	1	95	94	-4%	x	x	14%	x	x
CCOC(=O)N1CCN(C(=O)CS(=O)(=O)c2cn(Cc3ccccc3Cl)c3ccccc23)CC1	-5	87	92	6%	-3	42	-15%	4	42
CCOC(=O)C1CCCN(Cc2ccccc2F)C1 (configuration not stated)	4	92	88	2%	x	x	-13%	x	x
O=C(c1nn(-c2ccccc2)c(=O)c2ccccc12)N1CCN(c2ccccn2)CC1	9	89	80	0%	-12	132	0%	12	132
Cc1cc(-c2cc(N)n(-c3ccccc3)n2)c(C)n1C1CCCC1	15	86	71	-70%	7	63	-38%	-7	63
COc1ccc(CCNC(=O)COc2nsnc2N2CCOCC2)cc1OC	7	75	68	12%	4	77	-2%	-4	77
CCOc1cc(N2CCOCC2)c(OCC)cc1NC(=O)C1CCCC1	x	x	x	0%	-6	148	-1%	6	148
CN(C)C(=O)C12CCC(C)(c3nc4ccccc4nc31)C2(C)C (configuration not stated)	18	96	78	-5%	-6	136	-14%	6	136
COc1ccc(OC)c(N)c1	-8	87	95	33%	18	148	20%	-18	148
CCNc1nc(NCC)nc(OCCOC(=O)COc2ccc(Cl)cc2Cl)n1	-9	59	67	x	-12	79	x	12	79
CCOc1ccc2[nH]c(=O)c(CN(CCc3ccccc3)C(=O)c3cnccn3)cc2c1	8	90	82	-2%	25	126	10%	-25	126
C#CC[N+]1(CC#Cc2ccccc2)CCCC1	x	x	x	4%	-5	144	15%	5	144
Cc1nc2ccccc2c2nc(N)nn12	2	88	86	x	5	66	x	-5	66
COC(=O)C1=C(C)N(CC2CCCO2)C(=O)/C1=C\c1ccc(O)cc1 (configuration not stated)	x	x	x	-27%	3	155	25%	-3	155
Cn1c(NC(=O)c2ccc(Br)o2)cc(=O)n(C)c1=O	x	x	x	10%	9	108	11%	-9	108
CS(=O)(=O)NCCSCc1ccco1	-5	83	88	14%	4	125	-42%	-4	125
O=C(COc1ccccc1Cl)NCc1ccncc1	22	95	74	12%	x	x	9%	x	x
CC(=O)Nc1ccc(NC(=O)C(C)Oc2ccccc2F)cc1 (configuration not stated)	11	102	91	x	-3	91	x	3	91
CCOc1ccc(NC(=O)Cn2nnc(-c3ccccc3NC(=O)c3cccs3)n2)cc1	x	x	x	-10%	5	158	4%	-5	158
COc1cccc(CNC(=O)C2CCCN(S(=O)(=O)c3cccc4nonc34)C2)c1 (configuration not stated)	9	89	80	2%	-5	105	20%	4	105
O=C(O)c1ccc2c(c1)NC(=O)C(N1CCCC1)S2 (configuration not stated)	12	112	101	5%	-15	96	-5%	15	96
CC(=O)Nc1nc(S(=O)(=O)c2ccc(C)cc2)c(Cl)s1	-1	78	79	4%	6	175	0%	-6	175
Cn1cccc1C(=O)C(=O)Nc1cc(Cl)cc(Cl)c1	x	x	x	6%	-4	160	7%	4	160
COCc1cc(C)nc(N2CCNCC2)c1C#N	-13	78	91	0%	-1	141	12%	2	141
O=C(NCCc1ccncc1)Nc1ccc(Cl)cc1	6	93	87	2%	14	143	-6%	-14	143
CCOC(=O)c1nnn(CC(=O)N2N=C(c3ccc(Cl)cc3)CC2c2ccc(OC)cc2)c1C(=O)OCC (configuration not stated)	42	74	32	x	-4	111	x	4	111
O=C(Cn1c(NCCO)nc2ccccc21)NCCc1ccccc1	7	100	93	0%	-12	41	-34%	12	41
C=CCOc1ccc2ccccc2c1CNCCCN1CCOCC1	x	x	x	2%	-3	116	-31%	3	116
COc1cc(CNc2ccc3c(c2)CCC3)cc(OC)c1O	x	x	x	24%	3	100	-19%	-2	100
CC(=O)CSc1nc2ccc(Nc3nc(N4CCOCC4)nc(N4CCOCC4)n3)cc2s1	3	52	49	-2%	x	x	-52%	x	x
CCCC1CCC(c2nc(-c3cccnc3)no2)CC1 (configuration not stated)	25	107	83	0%	-3	145	-14%	3	145
CCc1cc2c(=O)[nH]c(Cc3ccc(Cl)cc3)nc2s1	x	x	x	-5%	17	180	24%	-17	180
(continued)
SMILES	MRP reversal	MRP reversal cytotoxicity	MRP reversal with doxorubicin	Bcl-B displacement	NFkB transloc pot	NFkB transloc pot cell count 2 µM	PLAP inhibition	NFkB transloc inh	NFkB transloc inh cell count 2 µM
COc1ccc(NC2=NCC(=O)N2c2ccccc2)c(OC)c1	8	103	95	16%	1	65	-4%	-1	65
COc1cc(Cl)c(C)cc1NC(=O)CSc1nnc(-c2ccco2)n1CC(C)C	3	97	94	-50%	0	196	-86%	0	196
CCN(c1cccc(C)c1)S(=O)(=O)c1cccc2nsnc12	16	93	77	3%	x	x	-7%	x	x
CCS(=O)(=O)N1CCC(C(=O)N2CCc3ccccc3C2)CC1	-4	95	99	1%	4	116	8%	-4	116
COc1ccc(Cl)cc1NC(=O)COc1cccc(-n2cnnn2)c1	-1	69	70	-2%	8	165	1%	-8	165
CCCCCOC(=O)Cc1c(O)c2ccccc2n(C)c1=O	-1	76	77	-1%	-8	142	-14%	8	142
CCCCc1ccc(-c2nc(NC(=O)C3C4CCC(O4)C3C(=O)O)sc2C)cc1 (configuration not stated)	x	x	x	2%	-3	142	-4%	4	142
COCCNC(=O)CSc1nc2ccccc2c(=O)n1-c1cccc(OC)c1	-11	91	101	-3%	11	149	-53%	-11	149
NC(=O)c1ncc(C(F)(F)F)cc1Oc1ccc(F)cc1	2	102	100	-4%	x	x	-1%	x	x
O=C(Cn1c(-c2cncs2)nc2ccccc21)NC1CCCC1	-18	78	97	-4%	5	111	18%	-5	111
Cc1cc(C)c(-c2cc(C(=O)Nc3c(C)n(C)n(-c4ccccc4)c3=O)[nH]n2)c(O)c1	5	84	79	2%	-6	131	-116%	6	131
CCn1ncc(/C=C/C(=O)NCc2cnn(C)c2C)c1C	x	x	x	2%	-3	182	10%	3	182
COc1cccc(C2C(C(C)=O)=C(O)C(=O)N2CCc2c[nH]c3ccccc23)c1 (configuration not stated)	22	107	85	12%	-17	175	-19%	17	175
CCCOc1ccc(-c2nnn(CC(=O)N3CCC(C)CC3)n2)cc1	x	x	x	-8%	24	169	18%	-24	169
CCOC(=O)c1c(-c2ccco2)csc1NC(=O)CSc1nnc(N)s1	-4	66	70	-31%	5	176	-26%	-5	176
CC(C)[C@H](NS(=O)(=O)c1ccccc1)C(=O)OCC(=O)NC(=O)c1cccn1C	-13	74	87	0%	11	187	0%	-11	187
Cc1cccc(OCC(=O)Nc2sc3c(c2C#N)CCC3)c1	x	x	x	-1%	-8	132	0%	8	132
CCCn1cnc2cc(NCc3ccccn3)ccc21	1	90	89	43%	-8	168	-27%	8	168
Clc1ccccc1CSc1nnc(-c2ccncc2)o1	7	84	77	-14%	-1	145	4%	1	145
